Source: PubChem
GLP1R inv ag: qHTS of GLP-1 Receptor Inverse Agonists (Inhibition Mode) | Potency, µM (series often up to 38.3 µM), for the others: at the highest dose activity change, negative = inhibition, hits mostly inhibitors | AID 624417, 2012 | Glucagon-like peptide 1 receptor (Homo sapiens), P43220 | 410,000 tested, 1.6% active | HEK293 GLP-1R CRE-luciferase, luminescence, 24 h; GLP-1R form is constitutively active; further: potency means the concentration at half of the fitted maximal effect; on the % scale 0 is the no-effect control and ±100 the full control effect; nearly all actives have a fitted effect of over 55% in size
Target sequence (P43220 whole entry, looked up): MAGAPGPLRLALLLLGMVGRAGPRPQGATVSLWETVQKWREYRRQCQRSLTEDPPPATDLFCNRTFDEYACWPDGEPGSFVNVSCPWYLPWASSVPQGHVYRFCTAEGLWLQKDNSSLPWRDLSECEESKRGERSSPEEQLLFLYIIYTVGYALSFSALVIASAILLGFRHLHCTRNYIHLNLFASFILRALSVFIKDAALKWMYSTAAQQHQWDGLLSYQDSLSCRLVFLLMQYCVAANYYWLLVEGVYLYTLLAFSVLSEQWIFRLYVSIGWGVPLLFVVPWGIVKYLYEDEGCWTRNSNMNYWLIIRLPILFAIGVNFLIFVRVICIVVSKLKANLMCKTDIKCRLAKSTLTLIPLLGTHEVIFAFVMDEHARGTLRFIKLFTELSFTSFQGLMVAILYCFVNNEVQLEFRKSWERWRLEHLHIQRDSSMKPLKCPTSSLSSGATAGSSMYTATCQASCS
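qHTS in 1536-well format: reporter HEK293 cells expressing constitutive GLP-1R activity in DMEM + 10% Nu serum, 24 hr with compounds at 37 deg C, luminescence read after 12 min with detection reagent.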
Abeta yeast res: qHTS for compounds that reverse cellular toxicity of Amyloid beta (A-beta) peptide in yeast: Primary Screen; yeast expressing A-beta42, growth rescue, OD600, 48 h; response scale: 0% DMSO, 100% iron-clioquinol control; AID 1347071, 2019; Potency, µM (highest dose often 46.1 µM), without a hit: at the highest dose growth rescue, most hits filed as activators; 410,000 tested, 0.063% active; further: potency means the concentration at half of the fitted maximal effect; nearly all actives have a fitted effect of over 55% in size
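Yeast growth medium received pinned compounds, then yeast cells expressing toxic A-beta were added; plates incubated at 30 C for 48 hr. Growth read as absorbance at 600 nm, normalized to DMSO and equimolar FeCl3 plus clioquinol controls.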
TDP-43 yeast inh: qHTS of TDP-43 Inhibitors; AID 652104, 2013; TDP-43 expressing yeast growth rescue, BacTiter-Glo, 24 h; Potency, µM (top dose mostly 46.1 µM), without a hit: top-dose growth rescue (activation), most hits filed as activators; 410,000 tested, 1.8% active; further: potency means the concentration at half of the fitted maximal effect; % of control where 0% means no effect; nearly all actives have a fitted effect of over 50% in size
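In this qHTS, compounds that restore growth of yeast expressing TDP-43 appear as activators. Cells (OD600=0.02, galactose medium, raffinose-pregrown) are incubated with compound 24 hr at 30 deg C and growth is quantified by BacTiter-Glo.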
aSyn yeast inh: qHTS of alpha-syn Inhibitors | Yeast expressing alpha-synuclein, growth rescue, BacTiter-Glo, 24 h | Potency, µM (highest dose often 46.1 µM), inactives show top-dose growth rescue (activation), actives largely listed as activators | 370,000 tested, 0.14% active | AID 652106, 2013; further: potency means the concentration at half of the fitted maximal effect; % of control where 0% means no effect; nearly all actives have a fitted effect of over 65% in size
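Readout is rescue of growth in alpha-synuclein-expressing yeast, so inhibitors of toxicity appear as activators. Growth after 24 hr at 30 deg C in galactose medium is quantified by luminescence.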
HEK293 tox: qHTS of GLP-1 Receptor Inverse Agonists: Cytotox Screen; 410,000 tested, 0.13% active; AID 624418, 2012; HEK293 cAMP-luciferase reporter cells, luminescence, 24 h; Potency, µM (titrated, usually from 38.3 µM), for inactives: at the highest dose activity change, negative = inhibition, usual class: inhibitors;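 further: loss of luciferase light is scored as toxicity; potency means the concentration at half of the fitted maximal effect; on the % scale 0 is the no-effect control and ±100 the full control effect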
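Here, cytotoxicity is scored as loss of luminescence. The MLSMR collection was tested on cells seeded in medium containing 10% Nu serum, with a 24 hr compound exposure preceded by 12 hours of culture.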
FUS yeast rescue: qHTS for Suppressors of FUS Proteinopathy: Primary screen using FUS-linked yeast assay; S. cerevisiae FUS-expressing, growth rescue, OD600, 24 h; Potency, µM (titrated, usually from 76.6 µM), for the others: at the top dose growth rescue (activation), actives largely listed as activators; 390,000 tested, 0.24% active;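 further: potency means the concentration at half of the fitted maximal effect; plate controls were DMSO vehicle for no effect and reference control for full effect; nearly all actives have a fitted effect of over 55% in size; some results filed as inactive show a strong effect at the top dose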
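Steps: raffinose overnight preculture; dilution to OD 0.005 in 2% galactose minimal medium; compound addition (concentration series); 24hr at 30C, 99% humidity; absorbance read at 600 nm.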
pAkt inh: HTS Assay for Inhibitors of Akt Phophorylation: Primary Screen; activity change, % for hits at 50 µM; Neuro2A IGF-stimulated pAkt S473 HTRF, 20 min; active compounds read low; 360,000 tested, 0.32% active; in the data active means activity change below about -80%; inconclusive means mostly about -51% to -80%; further: on the % scale 0 is the no-effect control and ±100 the full control effect
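Neuro2A cells (4,500/well, DMEM with 0.5% FBS) were treated with compound at a single 50 µM final concentration, stimulated with 6 nM IGF for 20 min at 37 °C, and lysed. Phospho-Akt Ser473 was read by HTRF as 665/615 ratio ×10^4.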
PTHR1 ag: qHTS for PTHR1 Agonists: Primary Screen; AID 743266, 2014; 410,000 tested, 0.075% active; Potency, µM (doses to about 115 µM), for inactives: at the highest dose activation, most hits filed as activators; HEK293 GP2 PTHR1 cells, GloSensor cAMP luminescence, 1 h; further: potency means the concentration at half of the fitted maximal effect; nearly all actives have a fitted effect of over 55% in size; some results filed as inactive show a strong effect at the top dose; inactives centre near -15; many of its hits are not listed in these tables
Target sequence (Q03431 whole entry, looked up): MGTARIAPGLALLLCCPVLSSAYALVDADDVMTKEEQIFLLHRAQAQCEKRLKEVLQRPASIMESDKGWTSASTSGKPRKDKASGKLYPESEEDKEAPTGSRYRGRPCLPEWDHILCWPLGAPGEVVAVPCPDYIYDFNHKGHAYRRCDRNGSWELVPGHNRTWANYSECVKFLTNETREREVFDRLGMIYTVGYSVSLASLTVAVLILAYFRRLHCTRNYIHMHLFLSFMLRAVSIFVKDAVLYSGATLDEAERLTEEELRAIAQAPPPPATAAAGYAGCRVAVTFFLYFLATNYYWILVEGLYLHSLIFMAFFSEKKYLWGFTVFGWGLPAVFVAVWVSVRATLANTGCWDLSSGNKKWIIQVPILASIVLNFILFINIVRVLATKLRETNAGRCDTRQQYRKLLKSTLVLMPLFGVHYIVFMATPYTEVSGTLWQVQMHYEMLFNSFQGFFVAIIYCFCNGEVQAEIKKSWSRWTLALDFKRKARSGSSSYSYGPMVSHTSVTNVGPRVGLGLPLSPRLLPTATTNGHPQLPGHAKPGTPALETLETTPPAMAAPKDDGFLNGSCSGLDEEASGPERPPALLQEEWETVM
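HEK-293-derived GP2 cells expressing PTHR1 and a GloSensor cAMP reporter, 3,000/well, plated overnight, given luciferin plus IBMX (each 0.5 mM as added) for 1 h at 37 °C, then compound for 1 h at 37 °C. Luminescence was read after 15 min at room temperature.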
MmCpn inh: Inhibitors of TCP-1 ring complex (TRiC) of Methanococcus maripaludis (MmCpn): qHTS; purified Mm-Cpn ATPase, ADP Transcreener TR-FRET; Potency, µM (doses to about 76.9 µM), inactives show at the top dose activity, negative = inhibition, usual class: inhibitors; 330,000 tested, 0.031% active; further: potency means the concentration at half of the fitted maximal effect; on the % scale 0 is the no-effect control and ±100 the full control effect; nearly all actives have a fitted effect of over 80% in size
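Compound-treated chaperonin, 25 nM final, turns over 10 uM ATP at 37°C for 30 min following a 10 min preincubation; ADP generated competes with ADP-d2 for Eu-cryptate antibody, lowering FRET.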
* = called active by the depositor; i = inactive; ? = inconclusive; . = no result given; & = joins results of further samples; [ ] = dose if it differs, or a comment. Unless noted, the call rests on the fitted dose curve; in most records, active means well fitted curve in the direction sought with a large enough effect; inconclusive means small, poorly fitted or top-dose-only effect, or another doubt; inactive means no such curve, though single readings can be large; an effect the other way counts as inactive or inconclusive.

A first look (2 entries):
SMILES | GLP1R inv ag | Abeta yeast res | TDP-43 yeast inh | aSyn yeast inh | HEK293 tox | FUS yeast rescue | pAkt inh | PTHR1 ag | MmCpn inh
O=c1oc(CCO)cc2ccc(C#Cc3ccsc3)cc12 | 8% | -21% | 18µM* | -2% | -9% | 8% | i | -20% | -4%
COCCNC(=O)C1CCN(S(=O)(=O)c2ccc3c(c2)OCCO3)CC1 | 14% | 4% | 2% | -4% | 0% | -7% | i | -18% | ?

The listing, previewed entries included:
SMILES | GLP1R inv ag | Abeta yeast res | TDP-43 yeast inh | aSyn yeast inh | HEK293 tox | FUS yeast rescue | pAkt inh | PTHR1 ag | MmCpn inh
O=c1oc(CCO)cc2ccc(C#Cc3ccsc3)cc12 | 8% | -21% | 18µM* | -2% | -9% | 8% | i | -20% | -4%
COCCNC(=O)C1CCN(S(=O)(=O)c2ccc3c(c2)OCCO3)CC1 | 14% | 4% | 2% | -4% | 0% | -7% | i | -18% | ?
O=c1cc(Nc2ccc3c(c2)OCCO3)[nH]c(=O)n1-c1ccc(Cl)cc1 | 6% | -8% | -3% | 1% | 0% | 17% | i | -37%[inhibitor] | 2%
COC(=O)c1ccc(NC(=O)CSc2nc(=O)cc(N)n2-c2ccccc2)cc1 | 31%[activator] | -17% | -4% | 1% | 4% | ? | i | i | -2%
Nc1nnc(-c2cccc(Cl)c2Cl)c(N)n1 | 15% | 6% | 0% | 0%&-4% | 1% | 10% | i | i | 3%[15.4 µM]
NC(=O)CC(NC(=O)Cc1cccc2ccccc12)c1ccc(NCCCN2CCCC2=O)c([N+](=O)[O-])c1 (configuration not stated) | 13% | -5% | -15% | 13% | 12% | 33% | i | 14% | -1%
O=C(CN1CCN(S(=O)(=O)c2cc(Cl)ccc2Cl)CC1)c1ccc(O)c(O)c1 | 11% | . | -3% | -8% | 6% | -5% | i | -2% | -1%
CCN(CC)CCCn1c2c(c(SCC(=O)Nc3ccc(C)c(F)c3)nc1=O)CCC2 | 10µM* | 6% | 29% | -1% | 6% | 4% | i | -34%[inhibitor] | -2%
COc1ccc(OC)c(N(CC(=O)Nc2ccccc2C(=O)NCc2ccco2)S(C)(=O)=O)c1 | -10% | 6% | -16% | -21% | 13% | 25% | i | i | 3%
CC(=O)Nc1ccc(S(=O)(=O)N2CCN(C(=O)c3ncoc3-c3ccc(F)cc3)CC2)cc1 | 20% | 2% | -5% | 8% | 7% | 0% | i | i | 0%
Cc1ccc(SCCNC(=O)CN(c2ccc3c(c2)OCO3)S(C)(=O)=O)cc1 | -7% | -3% | 4% | 8% | 35%[activator] | -5% | i | -20% | -2%
CCCn1c(N)c(C(=O)COC(=O)COc2ccc(Cl)c(C)c2)c(=O)n(C)c1=O | -2% | 8% | 10% | 5% | -4% | 29% | i | i | 1%
Clc1c(-c2ccccc2)nnn1-c1ccccc1 | 2% | -5% | 6% | 1% | 3%[1.53 µM] | 7% | i | -46%[inhibitor] | 1%
CCCCn1c(N)c(N(CC(C)C)C(=O)CCCc2nc3ccccc3c(=O)[nH]2)c(=O)[nH]c1=O | -4% | -8% | 4% | 0% | 11% | 12% | i | -9% | -2%
CCc1ccc(-c2nc(CS(=O)CC(=O)NC3CC3)c(C)o2)cc1 (configuration not stated) | 14% | 14% | -11% | 11% | 5% | 22% | i | -6% | 1%
CCC1(C)NC(=O)N(CC(=O)N2N=C(c3ccccc3)CC2c2ccc(OC)cc2)C1=O (configuration not stated) | ? | 17% | -5% | 2% | -2% | 31% | i | i | 0%
O=S(=O)(N/N=C\c1cccnc1)c1ccccc1 | 11% | 2% | -5% | 2% | 6% | . | i | i | 2%
Nc1ccc(C(=O)OCC(=O)NC(=O)c2ccccc2)cc1[N+](=O)[O-] | 11% | -13% | 15% | 1% | -13% | 11% | i | -24% | 1%
CC(C)N(Cc1cc2ccccc2[nH]c1=O)C(=O)c1cccc([N+](=O)[O-])c1 | 32% | -5% | -21% | -6% | 11% | 12% | i | -3% | -2%
O=C(O)CCC(=O)NNC(=O)CCC1CCCCC1 | 14% | 6% | 0% | -4% | 0% | -10% | i | i | 1%
Cc1ccc(S(=O)(=O)NC(=O)c2cc(C)n(CCCn3ccnc3)c2C)cc1 | 13% | 0% | -14% | -13% | 2% | -4% | . | -1%[57.5 µM] | -4%
Cc1ccc(C2=[N+]([O-])C(C)N(O)C2(C)C)o1 (configuration not stated) | -2% | 15% | 14% | 1% | -2% | -3% | i | i | ?
CSc1cccc(NC(=O)CC(C)n2ccnc2)c1 (configuration not stated) | 0% | -4% | -3% | -3% | -6% | 1% | i | i | 0%
CCN(C[C@H]1N[C@@](CC)(C(=O)OC)[C@H]2C(=O)N(C)C(=O)[C@@H]12)C(=O)C1CCCCC1 | 12% | -8% | 0% | 0% | 6% | -21% | i | i | -3%
Cc1ccc2nc(-c3ccc(Br)o3)oc(=O)c2c1 | -4% | -23% | -36%[inhibitor] | 3% | -5% | 20% | i | -12%[57.5 µM] | 0%

Continued (two carried over from the part before).
SMILES | GLP1R inv ag | Abeta yeast res | TDP-43 yeast inh | aSyn yeast inh | HEK293 tox | FUS yeast rescue | pAkt inh | PTHR1 ag | MmCpn inh
CCN(C[C@H]1N[C@@](CC)(C(=O)OC)[C@H]2C(=O)N(C)C(=O)[C@@H]12)C(=O)C1CCCCC1 | 12% | -8% | 0% | 0% | 6% | -21% | i | i | -3%
Cc1ccc2nc(-c3ccc(Br)o3)oc(=O)c2c1 | -4% | -23% | -36%[inhibitor] | 3% | -5% | 20% | i | -12%[57.5 µM] | 0%
Cc1cc2oc3c(c(=O)c2cc1C)C1(C(=O)N(C)c2ccccc21)N(CCO)C3=O (configuration not stated) | 9% | -5% | 18% | . | -4% | 17% | . | 0% | .
COC(=O)COc1ccc(S(=O)(=O)N2CCN(c3ccc(F)cc3)CC2)cc1 | -1% | 10% | -23% | -1% | 9% | -3% | i | -26% | 0%
COc1ccc(C(CNC(=O)c2ccccc2SC)N(C)C)cc1 (configuration not stated) | -14% | -4% | 2%[9.22 µM] | -8% | -10% | 5% | i | i | ?
COc1ccc(C2/C(=C(/O)c3ccc(C)cc3)C(=O)C(=O)N2C)cc1 (configuration not stated) | -3% | -11% | 15% | 2% | -2% | -1% | i | i | -2%
O=C(CC[C@H]1O[C@@H](n2ccc(=O)[nH]c2=O)[C@H](O)[C@@H]1O)N[C@@H](Cc1ccccc1)C(=O)NCc1ccccc1 | 13% | -15% | 4% | -5% | -1% | -8% | i | 16% | .
CC(C)CCOC(=O)C[N+](C)(C)CCOC1CC2CCC1(C)C2(C)C (configuration not stated) | -26% | 22% | 1% | 1% | -13% | -6% | i | -4% | 1%
CC(C)(C)OC(=O)N1CC(O)CC1C(=O)OCC(=O)c1ccc(-c2ccccc2)cc1 (configuration not stated) | -25% | 24% | 14% | 1% | 7% | 16% | i | -9% | -4%
Cc1ccc2cc(C(c3nnnn3C3CCCC3)N3CCN(c4ccccc4)CC3)c(=O)[nH]c2c1 (configuration not stated) | 2% | ? | 2% | . | -6% | ? | . | -52%[inhibitor] | -5%
Cc1ccc(CN2CC(C(=O)Nc3cc(C)ccn3)CC2=O)cc1 (configuration not stated) | -7% | 3% | -11% | -6% | -12% | 23% | i | i | -2%
COc1ccc(OC)c(C(=O)NC2CC(C)(C)Cc3c2cnn3-c2ccccc2)c1 (configuration not stated) | ? | -11% | ? | -7% | -23% | ? | i | -65%[inhibitor] | 0%
O=C(CCN1C(=O)S/C(=C\c2cccs2)C1=O)NC1=NCCS1 | 7% | -5% | 12% | 1% | -10% | -6% | i | i | -1%
CCN(C(=O)COC(=O)c1c(C)nsc1NC)c1ccccc1 | -7% | -16% | -11% | -3% | -4% | -8% | i | -22% | ?
Cc1ccc(C(=O)CSc2nc3ccccc3o2)cc1 | -1% | -6% | -13% | -3% | 3% | 0% | i | -16%[57.5 µM] | -3%
O=S(=O)(c1ccccc1)c1cnn(-c2ccccc2)c1-c1ccc(F)cc1 | ? | -8% | 8% | . | 3% | -8% | . | -27% | 0%
O=C(NNS(=O)(=O)c1ccc(F)cc1)C1CCCCC1 | -11% | -3% | -5% | -11% | 0% | 8% | i | i | 1%
Cc1nnc(SCc2ccccc2Cl)c2cc3sccc3n12 | -8% | -40%[inhibitor] | ? | . | 1% | 24% | . | -11% | .

Some of these compounds in order of count of non-hydrogen atoms, falling.
SMILES | GLP1R inv ag | Abeta yeast res | TDP-43 yeast inh | aSyn yeast inh | HEK293 tox | FUS yeast rescue | pAkt inh | PTHR1 ag | MmCpn inh
CC(C)(C)OC(=O)N1CC(O)CC1C(=O)OCC(=O)c1ccc(-c2ccccc2)cc1 (configuration not stated) | -25% | 24% | 14% | 1% | 7% | 16% | i | -9% | -4%
CC(C)CCOC(=O)C[N+](C)(C)CCOC1CC2CCC1(C)C2(C)C (configuration not stated) | -26% | 22% | 1% | 1% | -13% | -6% | i | -4% | 1%
COc1ccc(C(CNC(=O)c2ccccc2SC)N(C)C)cc1 (configuration not stated) | -14% | -4% | 2%[9.22 µM] | -8% | -10% | 5% | i | i | ?

A portion of the library; count on the stated rates, not on these rows.
